# S1P3 antag: blocks the human S1P3 receptor; 170,000 tested, 0.27% active; CHO S1P3 NFAT-BLA reporter, FRET fluorescence, antagonist mode; inhibition, % at 4.98 µM; AID 485; Q99500;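 active = inhibition above the plate cutoff, the mean inhibition of test wells on that plate plus 3 SD, cut at about 28% in these data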;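 also: cells challenged with S1P at its EC80 of 0.8 µM; blue over green emission ratio from cleaved BLA substrate after 4 h stimulation; 0% = S1P-stimulated wells and 100% = unstimulated DMSO-only wells; some compounds past the cut are filed as inactive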
# Target sequence (Q99500 whole entry, looked up): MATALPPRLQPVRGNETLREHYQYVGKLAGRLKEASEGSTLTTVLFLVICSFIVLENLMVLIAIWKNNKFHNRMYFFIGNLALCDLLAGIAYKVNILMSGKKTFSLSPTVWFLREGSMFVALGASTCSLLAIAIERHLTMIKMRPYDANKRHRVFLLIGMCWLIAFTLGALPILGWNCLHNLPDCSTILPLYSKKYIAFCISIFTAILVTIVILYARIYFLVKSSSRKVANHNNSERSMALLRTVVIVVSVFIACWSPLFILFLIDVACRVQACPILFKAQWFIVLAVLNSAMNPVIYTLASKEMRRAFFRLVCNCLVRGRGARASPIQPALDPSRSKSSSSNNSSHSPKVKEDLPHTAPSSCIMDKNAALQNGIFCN
# TNAP inh noacc: TNAP (human) inhibition, acceptor-free conditions. AID 1012. purified TNAP, CDP-star luminescence, 30 min. 200,000 tested, 0.26% active. inhibition, % at 20 µM. P05186;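 active = tissue-nonspecific alkaline phosphatase inhibition above about 50% at 20 µM in the single-dose screen, limit read from the data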;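 also: 0% = DMSO negative control and 100% = EDTA positive control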
# Target sequence (P05186 whole entry, looked up): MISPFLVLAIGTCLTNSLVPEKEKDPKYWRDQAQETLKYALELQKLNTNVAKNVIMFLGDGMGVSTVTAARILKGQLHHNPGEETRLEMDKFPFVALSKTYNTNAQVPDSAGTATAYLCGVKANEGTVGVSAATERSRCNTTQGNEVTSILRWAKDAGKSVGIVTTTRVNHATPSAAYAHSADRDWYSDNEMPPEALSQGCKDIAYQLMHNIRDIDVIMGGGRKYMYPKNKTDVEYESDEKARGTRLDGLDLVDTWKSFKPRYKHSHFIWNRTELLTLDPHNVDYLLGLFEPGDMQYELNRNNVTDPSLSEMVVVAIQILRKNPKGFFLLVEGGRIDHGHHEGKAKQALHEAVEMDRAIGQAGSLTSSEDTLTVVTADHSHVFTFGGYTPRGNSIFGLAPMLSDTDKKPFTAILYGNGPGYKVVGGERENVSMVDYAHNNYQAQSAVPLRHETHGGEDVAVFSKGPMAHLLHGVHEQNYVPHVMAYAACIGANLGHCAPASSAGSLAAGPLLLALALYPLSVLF
# Hsp70 activator: switches on Hsp70 transcription | HeLa Hsp70 promoter luciferase reporter, luminescence; scaled: vehicle 0, proteasome-inhibitor control 100% | activation, % at 10 µM | 200,000 tested, 0.04% active | AID 1203;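 active = activation above the mean across all tested compounds plus 3 SD, cutoff set per campaign, cut at about 5.5% in these data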;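 also: 100% = MG132 at 30 µM as the positive control and 0% = DMSO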
# PMI activator: increases human mannose-6-phosphate isomerase activity. purified human PMI, coupled resazurin fluorescence, 20 min; active compounds read high; 1 = vehicle control, 0 substrate-free wells. AID 1214. 190,000 tested, 0.005% active. P34949. activation factor at 20 µM;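 active = activation factor of 2 or more at 20 µM, relative to plate controls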
# TNAP inh hiacc: blocks human TNAP under high phosphate acceptor concentration | inhibition, % at 20 µM | P05186 | 200,000 tested, 0.03% active | purified TNAP, CDP-star luminescence, 1 M DEA;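 active = over 50% inhibition of tissue-nonspecific alkaline phosphatase at 20 µM in the single-dose screen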;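 also: plate controls were DMSO wells for no effect and EDTA-quenched wells as full inhibition for full effect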
# PMI act hi M6P: PMI (human) activation, high substrate. AID 1216. activation factor at 20 µM. P34949. 190,000 tested, 0.34% active. coupled PMI enzyme assay, resazurin fluorescence, 20 min; active compounds read high; 1 = untreated enzyme, 0 = substrate-free blank;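 active = activation factor of 2 or more at 20 µM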
#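 Technique: Diaphorase-driven resazurin-to-resorufin fluorescence, excitation 544, emission 590 nm | Assay system: Human PMI in coupled enzyme assay | Times: Enzyme reaction with compound 20 min at room temperature | Medium: HEPES-buffered pH 7.4 with magnesium and detergent | Reagent: Mannose-6-phosphate 1.0 mM (near-saturating) plus 0.22 mM NADP+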
# DTT redox prof: compounds producing H2O2 with reducing agent – biochemical, NIH compound library profiling, artefact control for MLSCN library redox annotation, primary screen; DTT-dependent redox cycling H2O2, phenol red/HRP absorbance; 100% = 100 µM peroxide control, 0% = buffer; activation, % at 10 µM; 200,000 tested, 0.03% active; AID 878;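 active = activation of at least 50% relative to the plate's high and low controls in the primary single-dose screen; inactive = activation below 50%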;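 also: compound incubated with DTT at 0.8 mM final as the reducing agent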
# RAM network inh: yeast RAM network inhibition | S. cerevisiae dse1pr::URA3 reporter, 5-FOA growth OD615, 2 d; analog-sensitive cbk1-as2 kinase mutant strain | inhibition, % at 50 µM | 190,000 tested, 1.8% active;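 active = inhibition above a set limit, 3 SD over mean compound inhibition, cut at about 8.4% in these data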;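 also: 0% = DMSO-only wells with no growth and 100% = 10 µM 1-NA-PP1 full growth; inhibition rescues growth on 5-FOA so higher OD means more RAM inhibition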
# Efa HMGR inh: blocks class II HMG-CoA reductase of Enterococcus faecalis. AID 1066. 190,000 tested, 0.41% active. inhibition, % at 10 µM. purified E. faecalis HMGR, NADPH absorbance 340 nm kinetic;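 active = inhibition above a set limit, the median over all tested compounds plus 3 SD, cut at about 9.5% in these data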;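 also: enzyme runs in reverse so mevalonate oxidation gives rising NADPH absorbance; 0% = complete reaction with DMSO and 100% = background rate lacking mevalonate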
# Lmaj promast: inhibitors of Leishmania major promastigote growth; Leishmania major promastigotes, resazurin fluorescence viability; inhibition, % at 10 µM; 200,000 tested, 9% active; in the data active = inhibition above about 50%;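 also: promastigotes grown with compound for 44 hours at 28 °C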
# * hit, by the source's call; · = no result given.
SMILES,S1P3 antag,TNAP inh noacc,Hsp70 activator,PMI activator,TNAP inh hiacc,PMI act hi M6P,DTT redox prof,RAM network inh,Efa HMGR inh,Lmaj promast
Cc1ccc2nc3c(cc(C#N)c(=O)n3CCN3CCOCC3)c(=O)n2c1,3,-9,·,1,-4,0.9,·,·,·,·
CCNC(=O)c1ccccc1NC(=O)c1cccc(S(=O)(=O)N2CCC(C)CC2)c1,11,-3,-0.6,0.9,-4,0.9,1.7,3.5,1,17
CC1CCN(CCOCCSc2ccc(Cl)cc2)CC1,-3,-5,-0.4,0.8,-4,0.9,0.5,1.2,-2,93*
COC(=O)CN(c1ccccc1F)S(=O)(=O)c1ccc(C)cc1,-12,-5,-0.3,0.8,-4,0.9,-0.4,0.7,-2,-3
CCOC(=O)c1cnc(-n2nc(C)cc2C)nc1NNc1nc(-c2ccccc2)cc(-c2ccccc2)n1,6,-14,-0.3,1,6,1.2,0.8,3.9,-8,100*
COc1cc(OC)c(C2N(c3cc(C)on3)C(=O)C3CCCN32)cc1OC (stereo unspecified),2,-6,-0.3,1,-6,1,0.1,0.0,-2,-1
CN1C(=O)CSc2ccc(NC(=O)NCc3cccnc3)cc21,-10,-22,-0.1,1,-5,1.1,0.6,-1.0,-2,44
Oc1ccc(/C=N/Nc2ccccc2)cc1,-4,-13,-0.2,1.6,1,2.5*,-0.6,-0.6,-3,-1
CCC(=O)NC(NC(=S)Nc1cccc2cccnc12)C(Cl)(Cl)Cl (stereo unspecified),11,-15,-0.3,0.7,-1,0.6,0.2,1.3,-1,1
CCOC(=O)N1CCN(C(=O)Cc2c(C(=O)O)n(C)c3ccccc23)CC1,-3,-3,0.1,1.2,-2,1,-1.8,1.4,-2,-9
O=[N+]([O-])c1cnn(-c2nc(-c3ccccc3)cc(C(F)(F)F)n2)c1,8,0,-0.2,1,-4,1,0.0,5.3,-8,-7
O=C(NCc1n[nH]c(=S)n1-c1ccccc1)c1ccc(S(=O)(=O)N2CCCCC2)cc1,0,-7,0.0,1.1,-2,1.1,-0.6,-1.1,0,-7
CCOC(=O)C1CCN(C(=O)CN(c2ccc(OC)c(OC)c2)S(=O)(=O)c2ccccc2)CC1,-4,-8,-0.1,1,-2,1,-3.2,-0.6,0,-1
O=C(Nc1nnc(SCc2ccc(F)cc2)s1)c1ccco1,-12,5,0.0,1,2,0.9,-1.1,3.4,-3,-3
COc1cccc(C2C3=C(N=c4s/c(=C\c5cccc(O)c5)c(=O)n42)c2ccccc2CC3)c1OC (stereo unspecified),-8,10,-0.2,0.8,9,0.8,0.1,7.7,-2,44
Cc1ccc2cc(C#N)c(NCCCNC(=O)C3CCCO3)nc2c1 (stereo unspecified),·,-7,-0.1,1,-3,1.2,1.7,0.2,-3,6
Cn1c(NC(=O)c2ccc(Cl)cc2)c(-c2ccccn2)c(=O)c2ccccc21,·,-4,-0.1,1.1,-3,0.9,1.4,-1.2,-5,-2
CC(C)[C@H](NC(=O)c1ccccc1)C(=O)OCC(=O)N1CC(=O)Nc2ccccc21,-4,4,-0.2,0.9,-4,0.9,0.5,-0.5,-4,-4
COCCn1nnnc1C(c1ccc(Cl)cc1)N1CCSCC1 (stereo unspecified),24,-3,-0.4,1.1,0,1.1,-1.7,-0.5,-1,1
COC(=O)C(Cc1ccccc1)NC(=O)CSc1nc(N)cc(=O)[nH]1 (stereo unspecified),-37,-11,-0.3,0.9,-4,0.9,-1.3,1.6,-4,-6
O=C(NCc1ccco1)C1CCCN1C(=O)Nc1ccc(Cl)cc1 (stereo unspecified),-12,-18,-0.1,1.1,-7,1.1,-0.2,1.0,4,-6
COc1cccc2cc(C(=O)CC3(O)C(=O)N(Cc4ccccc4)c4ccccc43)c(=O)oc12 (stereo unspecified),·,-3,-0.1,1,3,1,2.0,6.0,-6,-5
C=CCNC(=S)N/N=C(\C)c1ccccn1,·,30,0.2,1.3,-6,1.3,0.1,-0.3,-5,100*
Cc1ccc(/C=C(\NC(=O)c2ccc(C)cc2)c2nc(=S)[nH][nH]2)cc1,·,8,0.2,1.1,2,1.6,-2.8,1.6,-3,33
CCC(CC)C(=O)c1c[nH]c(C(=O)NCC2CCCO2)c1 (stereo unspecified),·,1,-0.4,1.1,-3,1,-6.4,3.5,0,-3
CCCn1c(N)c(NCCN2CCOCC2)c(=O)[nH]c1=O,-16,-8,0.0,1,-4,1,-0.3,-0.7,0,-2
CCCCNC(=O)c1onc(CSc2cccc(Cl)c2)c1C(=O)O,·,-7,-0.3,1,1,1.1,18,2.4,-2,-6
O=C(Cc1cnc2ncnn2c1)N1CCc2c([nH]c3ccccc23)C1c1ccccc1F (stereo unspecified),-15,-3,0.3,0.9,0,0.9,8.7,2.5,0,0
CCCNC(=S)N(Cc1ccccc1)Cc1nc2ccccc2c(=O)[nH]1,-4,-11,0.0,1,1,0.9,-0.2,0.1,-2,-1
Cc1ccc(S(=O)(=O)Cn2nnnc2CN(Cc2ccco2)CC2CCCO2)cc1 (stereo unspecified),-28,-14,0.0,0.9,-5,0.9,2.2,1.7,3,53*
Fc1cccc(Nc2ncnc3sc4c(c23)CCC4)c1,6,-13,-0.4,1.1,-1,1.2,-0.7,-0.1,-2,4
CCN(CC)S(=O)(=O)c1cccc(C(=O)N[C@H](C(=O)OCC(=O)NC(=O)NC)C(C)C)c1,·,-12,-0.2,1,-4,1.1,3.8,-0.4,-2,0
CCOC(=O)c1sc(NC(=O)c2ccc(S(=O)(=O)N3CCCCCC3)cc2)nc1-c1ccccc1,-5,-12,-0.2,0.9,-1,0.9,0.5,3.8,-7,35
O=C(CN1C(=O)NC2(CCCC2)C1=O)NCCC1=CCCCC1,·,-1,-0.4,1.1,-3,1.1,-3.1,1.4,2,-6
COc1cc(C2CC(=O)c3cnc(NC(C)=O)nc3C2)cc(OC)c1OC (stereo unspecified),·,-6,-0.3,1,0,1,0.0,2.1,0,-5
O=C(CCc1ccccc1)Nc1nnc(-c2ccc3c(c2)OCCO3)o1,-10,-34,-0.3,1,-2,1,0.4,2.9,-6,70*
COC(=O)c1ccccc1NC(=S)NC(=O)c1ccccc1F,5,0,-0.1,1,-5,1,0.4,3.5,1,-6
Cn1c(-c2nonc2NC(=O)c2ccc(C(C)(C)C)cc2)nc2ccccc21,-35,-11,·,1.1,-5,1.1,·,·,·,·
COC(=O)Nc1cccn(Cc2c(Cl)cccc2Cl)c1=O,·,-6,-0.4,0.5,-2,0.4,2.1,-0.3,2,-2
COc1ccc(C(c2nnnn2Cc2cccs2)N2CCN(c3ccc(F)cc3)CC2)cc1OC (stereo unspecified),43,-13,-0.2,0.9,-8,1,1.4,1.0,4,27

# As a working copy, some entries already given:
SMILES,S1P3 antag,TNAP inh noacc,Hsp70 activator,PMI activator,TNAP inh hiacc,PMI act hi M6P,DTT redox prof,RAM network inh,Efa HMGR inh,Lmaj promast
Fc1cccc(Nc2ncnc3sc4c(c23)CCC4)c1,6,-13,-0.4,1.1,-1,1.2,-0.7,-0.1,-2,4
CCN(CC)S(=O)(=O)c1cccc(C(=O)N[C@H](C(=O)OCC(=O)NC(=O)NC)C(C)C)c1,·,-12,-0.2,1,-4,1.1,3.8,-0.4,-2,0

# Next section:
SMILES,S1P3 antag,TNAP inh noacc,Hsp70 activator,PMI activator,TNAP inh hiacc,PMI act hi M6P,DTT redox prof,RAM network inh,Efa HMGR inh,Lmaj promast
N#C/C(=C\c1cccc(Oc2ccc(C(F)(F)F)cc2[N+](=O)[O-])c1)c1nc2ccccc2[nH]1,·,-3,0.1,1.1,1,1.1,1.9,3.4,-8,1
COc1ccc(Nc2nnc(SC(C(=O)Nc3cc(C)ccc3C)c3ccccc3)s2)cc1 (stereo unspecified),4,17,-0.3,1,-1,1,-1.7,4.1,0,36
CC(C)Nc1nc(NC(C)C)nc(C(N)=O)n1,-19,-6,0.1,1,-3,1,3.7,1.0,1,-1
COc1cc2[nH]c(=O)n(CCC(=O)NC3CCN(Cc4ccccc4)CC3)c(=O)c2cc1OC,·,-3,0.1,1,-1,0.9,-2.3,0.8,-10,-2
C=CCC(NC(C)c1ccccc1)c1ccco1 (stereo unspecified),·,-2,0.2,1,0,1,1.3,-0.7,-7,3
Nn1c(Cc2cccc3ccccc23)nnc1SCn1nnc2ccccc2c1=O,·,-4,-0.2,0.9,-1,0.9,0.7,1.5,-2,-6
CCCS(=O)(=O)N1CCC(C(=O)NCCN2CCCC2)CC1,-23,-18,0.3,1,-6,1,0.8,2.2,1,-6
Cc1cc(-n2c(SCC(=O)NCc3cccs3)nc3n[nH]c(C)c3c2=N)ccc1Cl,-25,-1,-0.3,1,-11,1,1.0,7.7,3,4
Cc1nnc(SCc2ccccn2)n(N)c1=O,-9,-14,-0.5,1,-3,0.8,0.0,0.4,-6,-4
CCn1nc(CC(=O)Nc2ccc(-n3cnnn3)c(C)c2)c2ccccc2c1=O,·,-1,1.3,1.1,-6,1.1,-0.3,0.9,1,1
COc1ccc2nc(N3C(=O)CC(Cc4ccc(Cl)cc4)C3=O)sc2c1 (stereo unspecified),·,-9,0.1,0.9,-4,0.9,-6.9,0.9,1,5
O=C(Nc1nnc(-c2ccccc2F)s1)c1cccnc1,-19,1,0.0,1,-5,1,-0.7,-0.5,-1,4
O=c1[nH]n(-c2ccc(Cl)cc2)c(=O)c(Cl)c1Cl,·,-5,-0.4,1,0,1.1,3.4,-0.5,-5,17
CCOC(=O)CSc1nnc(Cc2ccccc2)n1CC1CCCO1 (stereo unspecified),3,-9,-0.1,1,1,0.7,0.0,1.4,3,-5
Cc1ccc(Oc2ncccc2/C=N/OCc2ccc(Cl)cc2Cl)cc1,·,-8,-0.3,0.9,-4,0.9,4.2,2.2,0,-3
CCOC(=O)N1CCC(NC(=S)Nc2ccc3nc(N4CCN(C)CC4)cc(C)c3c2)CC1,-6,-11,-0.1,0.8,-5,0.6,0.1,0.6,-1,16
CC(=O)N1C(=O)N(C(C)=O)C2C1N(C(C)=O)C(=O)N2C(C)=O (stereo unspecified),8,-3,-0.3,1.1,-10,1,-0.3,0.0,-5,0
COC(=O)c1ccc(C)c(NC(=O)C2COc3ccccc3O2)c1 (stereo unspecified),2,-4,-0.4,0.8,-1,0.9,0.1,1.2,0,0
COC(=O)COc1ccc(-n2cnnn2)cc1,-10,-5,-0.1,0.9,-1,0.9,-2.7,1.1,-8,-2
O=C1COc2ccc(C(=O)COC(=O)C3CCN(S(=O)(=O)c4cccs4)CC3)cc2N1,7,-11,0.0,0.9,-4,0.9,1.2,7.7,-2,-1
CCOC(=O)C1C(c2ccccc2)NC(=S)NC1(C)O (stereo unspecified),-18,2,-0.2,0.9,-2,0.9,-0.8,0.4,-4,-11
COC(=O)CN(c1ccc(F)cc1)S(=O)(=O)c1ccccc1,2,-6,-0.4,0.9,-3,0.9,-3.0,-0.8,0,-2
COC(=O)C1=C(C)NC(=O)C1(Nc1nccs1)C(F)(F)F (stereo unspecified),-6,-16,0.2,1,-2,1,0.6,0.7,-3,-7

# Assay outcomes: PubChem BioAssay, several laboratories
